# High-throughput results deposited in PubChem BioAssay by several laboratories.
# DDE Tn7 FP inh – DD(E)-Tn7 binding inhibition, primary FP screen | actives 0.13% (n = 370,000) | P02675 | inhibition, % at 8.3 µM | FP displacement of FITC-Tn7 peptide from fibrin DD(E); 0% = median of compound wells per plate;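 active = inhibition above the mean of compounds falling within the control limits plus 3 SD of them, cut at about 14% in these data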;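 note: 0% = plate median of compound wells and 100% = 10 µM Aha-Tn7 peptide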
#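 Test system – human fibrin DD(E) · Times – 10 min preincubation, 3 h with tracer, room temperature · Detection – fluorescence polarization of the labelled Tn7 tracer · Measure – percent inhibition normalized to high-control wells · Benchmarks – high control wells with 10 µM unlabelled Aha-Tn7 peptide (full inhibition) · Repeats – singlicate testing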
# UHRF1 binding – blocks human UHRF1 binding to methylated DNA; UHRF1 binding to methylated oligo, TR-FRET; actives 0.75% (n = 370,000); Q96T88; inhibition, % at 4.4 µM; in the data active = inhibition above about 21%;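 note: UHRF1 SRA domain binding a hemimethylated CpG hairpin DNA probe; 0% = median of test compound wells and 100% = reference inhibitor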
# ARFGAP1 inh – rat ARFGAP1 inhibition. Q62848. Arfgap1-stimulated ARF1 GTP hydrolysis, GDP FP detection. inhibition, % at 16.5 µM. actives 0.26% (n = 360,000). AID 651572;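 active = inhibition above a per-plate limit, mean inhibition of low control wells plus 3 SD, cut at about 25% in these data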;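 note: 0% = DMSO wells with enzyme and 100% = wells lacking Arfgap1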
# Target sequence (Q62848 1-136 limits assumed): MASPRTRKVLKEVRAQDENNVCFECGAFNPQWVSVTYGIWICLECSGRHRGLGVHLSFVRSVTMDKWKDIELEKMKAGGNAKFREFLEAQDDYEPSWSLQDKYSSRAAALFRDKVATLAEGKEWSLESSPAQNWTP
#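 material = rat Arfgap1 catalytic domain, aa 1-136 | also added = human ARF1(Δ1-17)-GTP substrate | compound dosing = one concentration, 16.5 µM, DMSO 1.26% | times = GTP hydrolysis reaction 2 h at 25 °C | measured by = FP, GDP Alexa 633 tracer displaced from anti-GDP antibody, 620/688 nm | evaluation = percent inhibition of Arfgap1-stimulated GTP hydrolysis | replication = single well per compound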
# PLCg1 inh – blocks human PLC-gamma1 enzyme activity. P19174. purified PLC-gamma1, fluorogenic substrate, fluorescence. inhibition, % at 12.2 µM. actives 0.84% (n = 370,000). AID 720700; in the data active = inhibition above about 9.5%
# Tn6 DDE FP – inhibitors of Tn6 peptide binding to human fibrin DD(E). P02675. Fibrin DD(E) TRITC-Tn6 fluorescence polarization displacement. inhibition, % at 8.3 µM. actives 0.21% (n = 370,000). AID 720509;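 active = inhibition above a per-campaign cutoff: mean of compounds within control limits plus 3 SD, cut at about 15% in these data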;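 note: 0% = median of all compound wells on the plate and 100% = blocking peptide control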
# PLC-beta3 inh – inhibitors of human phospholipase C beta3; Q01970; Purified PLC-beta3, fluorogenic substrate, fluorescence; inhibition, % at 12.2 µM; actives 0.18% (n = 370,000); AID 720704; in the data active = inhibition above about 11%;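 note: 0% = median of compound wells on plate and 100% = full blocker control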
# KLK7 zymogen act – activates the human kallikrein-7 zymogen | P49862 | purified proKLK7, EDANS-DABCYL substrate fluorescence; 100% is mature enzyme control, 0% vehicle | activation, % at 7 µM | actives 0.9% (n = 370,000) | AID 652039;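 active = activation above the mean of all tested compounds plus 3 SD, computed per campaign excluding outliers beyond control limits, cut at about 13% in these data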
# NR1D1 modulator – modulators of human Rev-erb alpha DNA binding; Rev-erbα–FITC-DNA binding, fluorescence polarization, 90 min; activity, % at 10 µM; AID 1259318; P20393; actives 0.79% (n = 370,000);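 active = activity above about 14%, limit read from the data; passing the limit was not always enough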;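 note: 0% = DMSO wells with 35 nM protein and 100% = DMSO wells with 750 nM protein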
# ASAP1 inh – ASAP1 ArfGAP inhibition; Q9ULH1; ASAP1-stimulated ARF1 GTP hydrolysis, GDP FP detection; inhibition, % at 16.5 µM; actives 0.19% (n = 360,000); in the data active = inhibition above about 25%;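 note: 0% = vehicle with enzyme and substrate and 100% = no enzyme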
# Target sequence (Q9ULH1 325-724 limits assumed): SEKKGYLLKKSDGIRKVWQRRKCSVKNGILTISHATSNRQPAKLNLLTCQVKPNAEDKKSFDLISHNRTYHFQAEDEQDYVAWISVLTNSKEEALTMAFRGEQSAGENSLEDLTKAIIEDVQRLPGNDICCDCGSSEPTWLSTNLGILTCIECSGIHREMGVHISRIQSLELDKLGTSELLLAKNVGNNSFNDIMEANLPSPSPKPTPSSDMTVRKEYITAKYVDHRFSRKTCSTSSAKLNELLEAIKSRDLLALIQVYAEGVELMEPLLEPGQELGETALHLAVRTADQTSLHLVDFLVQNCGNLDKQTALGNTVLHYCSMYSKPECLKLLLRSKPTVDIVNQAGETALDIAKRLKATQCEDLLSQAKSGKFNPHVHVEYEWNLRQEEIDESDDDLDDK
# sPLA2-III inh – Inhibits HGIII-sPLA2 liposome hydrolysis, primary screen; QFRET BODIPY PC-A2 liposome hydrolysis, fluorescence; inhibition, % at 12.2 µM; actives 0.56% (n = 370,000);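 active = inhibition above mean plus 3 SD of compounds lying within the high and low control bounds, cut at about 19% in these data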;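 note: 0% = median of test compound wells and 100% = no enzyme DMSO wells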
# Target sequence (Q9NZ20 whole entry, looked up): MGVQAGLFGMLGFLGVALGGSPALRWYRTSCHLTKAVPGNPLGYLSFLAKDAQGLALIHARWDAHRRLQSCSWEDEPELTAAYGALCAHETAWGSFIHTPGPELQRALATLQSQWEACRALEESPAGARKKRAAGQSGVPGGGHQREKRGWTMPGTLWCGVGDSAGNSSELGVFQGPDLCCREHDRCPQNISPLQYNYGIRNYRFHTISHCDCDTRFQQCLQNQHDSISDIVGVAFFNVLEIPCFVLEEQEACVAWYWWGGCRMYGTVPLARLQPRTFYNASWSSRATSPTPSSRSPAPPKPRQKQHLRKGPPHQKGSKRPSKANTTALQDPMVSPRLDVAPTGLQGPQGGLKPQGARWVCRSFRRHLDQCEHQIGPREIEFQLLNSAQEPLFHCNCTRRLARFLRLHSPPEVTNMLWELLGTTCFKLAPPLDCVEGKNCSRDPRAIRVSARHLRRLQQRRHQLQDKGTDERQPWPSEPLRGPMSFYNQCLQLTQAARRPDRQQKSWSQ
# * hit, by the source's call; i = inactive; nt = no result given.
# Start of the listing, in advance:
SMILES,DDE Tn7 FP inh,UHRF1 binding,ARFGAP1 inh,PLCg1 inh,Tn6 DDE FP,PLC-beta3 inh,KLK7 zymogen act,NR1D1 modulator,ASAP1 inh,sPLA2-III inh
Nc1nc(SCc2ccc([N+](=O)[O-])cc2)nc2nc3c(cc12)CCCC3,5.8,-4.5,-1.2,-12.8,6.3,-10.2,-0.2,-1.7,-10.2,4.0
O=S(=O)(NCC1CCN(Cc2ccccc2)CC1)c1ccccc1C(F)(F)F,-4.8,-1.8,0.2,-1.8,-3.2,-5.0,0.1,3.4,-4.4,-11.5

# The list itself (from the top)
SMILES,DDE Tn7 FP inh,UHRF1 binding,ARFGAP1 inh,PLCg1 inh,Tn6 DDE FP,PLC-beta3 inh,KLK7 zymogen act,NR1D1 modulator,ASAP1 inh,sPLA2-III inh
Nc1nc(SCc2ccc([N+](=O)[O-])cc2)nc2nc3c(cc12)CCCC3,5.8,-4.5,-1.2,-12.8,6.3,-10.2,-0.2,-1.7,-10.2,4.0
O=S(=O)(NCC1CCN(Cc2ccccc2)CC1)c1ccccc1C(F)(F)F,-4.8,-1.8,0.2,-1.8,-3.2,-5.0,0.1,3.4,-4.4,-11.5
Nc1ccccc1SCC1CSc2nc3ccccc3c(=O)n21 (stereo not drawn),6.3,-1.2,-3.7,2.1,0.8,-0.8,-0.2,4.1,-7.8,2.0
COc1ccc(NC(=O)Cc2cccc3ccccc23)cc1,6.3,-2.6,2.8,3.7,-3.9,-4.1,-0.7,1.7,7.1,-11.7
Cc1nc(NC(=S)NC(=O)c2ccco2)sc1C(=O)N(C)C,-3.5,0.7,-1.7,5.8,-1.8,-5.3,-0.3,-7.3,-3.7,12.0
Cn1c2c(c(=O)n(C)c1=O)C(c1ccc(O)cc1)Nc1ccccc1O2 (stereo not drawn),5.6,-3.8,-10.7,-0.8,-0.2,0.7,0.0,6.3,0.0,-4.3
CN1CCN(C(=O)/C(C#N)=C/c2ccc(OC(F)F)cc2)CC1,-0.2,-2.2,-8.3,1.5,-3.5,-0.1,-0.3,7.2,2.2,-0.4
CC(C)(C)C(O)C(Cc1ccccc1Cl)n1cncn1 (stereo not drawn),-3.0,1.3,-13.8,1.6,9.2,-3.1,0.6,0.7,3.1,0.5
O=C(NCc1ccccc1)c1cccc(NS(=O)(=O)c2cccc3cccnc23)c1,1.1,0.5,-5.7,1.1,-3.9,-0.2,0.2,1.0,-13.8,-17.1
O=C(Nc1ccccc1Cl)c1ccc2nccnc2c1,-3.4,-2.6,17.8,-1.2,-0.4,-9.4,-0.3,0.2,6.8,4.7
COc1cc(NC(=O)CSc2nnc(NC(C)C)s2)cc(OC)c1OC,4.8,0.0,-1.7,3.2,1.7,-0.7,-0.6,-4.3,5.2,-1.5
O=C(c1nc2ccccn2c1CN1CCCC(OCc2ccccc2)C1)N1CCCC1 (stereo not drawn),-3.5,0.8,-4.4,-1.9,0.7,-1.5,-0.9,1.0,2.1,-0.9
CCOC(=O)c1c(N)n[nH]c1-c1ccc(OC)cc1,0.4,-1.4,4.6,4.0,-2.9,0.9,-0.1,0.1,4.5,3.9
CCOC(=O)CN1N=C(c2ccc(Cl)cc2)CCC1=O,5.0,2.3,-10.7,2.9,4.5,-8.5,-1.3,4.8,8.8,9.7
CN(c1ccccc1)S(=O)(=O)c1ccc(Cl)c(C(=O)NCC(c2ccco2)N2CCCC2)c1 (stereo not drawn),-2.0,-0.1,13.2,-12.6,-0.2,-7.1,0.1,-6.2,0.2,-3.8
Cc1cc(C)cc(C(=O)NCC(=O)OCC(=O)Nc2cccnc2Cl)c1,1.6,1.1,-10.5,6.4,-2.7,-1.7,0.0,1.4,1.1,-0.4
COC(=O)c1cc2c(c3c4cc(C)ccc4n(S(=O)(=O)c4cccc(C)c4)c13)C(=O)N(Cc1ccc(C(F)(F)F)cc1)C2,-3.7,0.1,12.9,0.7,-4.8,0.0,-0.1,8.8,3.5,-0.1
Oc1ccccc1/C=N/N1CCCCC1,-8.5,4.3,1.1,0.4,2.3,9.6,-0.4,8.7,-6.6,6.0
COc1ccc(C(CNC(=O)C2CC2)N(C)C)cc1 (stereo not drawn),2.0,13.1,9.2,-4.2,-5.0,-18.2,-1.5,0.0,-3.9,10.8
O=C(NCc1ccc(F)cc1F)[C@@H]1CCCN1C(=O)[C@@H]1CCCN1,-0.9,3.1,2.9,1.2,4.0,4.1,-0.8,-4.9,-2.2,10.2
COC(=O)Cn1cnc2c(NC(=O)c3ccccc3)ncnc21,-4.6,10.8,6.8,2.5,6.3,2.9,-0.4,1.5,15.5,1.3
CCOc1ccc2nc(C)cc(C(=O)O)c2c1,-6.4,4.6,1.7,-202.6,-1.9,-223.6,1.1,-3.3,-0.2,-0.9
O=C(CS(=O)CC(=O)N(c1cccc(F)c1)C(C(=O)NC1CCCCC1)c1ccco1)Nc1ccc(F)cc1 (stereo not drawn),1.6,-4.2,4.7,0.3,-0.4,-6.7,0.1,-0.1,-10.8,-9.4
CCC(C(=O)NCc1ccc(C)o1)n1nc(C)c2c(C)n(-c3ccccc3)nc2c1=O (stereo not drawn),7.1,1.0,-4.8,3.0,-4.0,3.6,1.1,3.5,-6.6,-4.2
C=CCOc1ccc(CN(C)CC(O)COc2cccc3ccccc23)cc1 (stereo not drawn),2.3,2.8,9.6,8.9,-1.7,-5.3,0.5,8.5,14.8,3.9

# Taken from above.
# For sPLA2-III inh, `COc1ccc(C(CNC(=O)C2CC2)N(C)C)cc1` (stereo not drawn) has the entry 10.8
# For UHRF1 binding, `CN1CCN(C(=O)/C(C#N)=C/c2ccc(OC(F)F)cc2)CC1` has the entry -2.2
# For PLCg1 inh, `Cn1c2c(c(=O)n(C)c1=O)C(c1ccc(O)cc1)Nc1ccccc1O2` (stereo not drawn) has the entry -0.8
# For sPLA2-III inh, `O=C(NCc1ccc(F)cc1F)[C@@H]1CCCN1C(=O)[C@@H]1CCCN1` has the entry 10.2

# Remaining list, next part.
SMILES,DDE Tn7 FP inh,UHRF1 binding,ARFGAP1 inh,PLCg1 inh,Tn6 DDE FP,PLC-beta3 inh,KLK7 zymogen act,NR1D1 modulator,ASAP1 inh,sPLA2-III inh
CCOC(=O)N1CCN(C(=O)c2ccccc2N(C)S(C)(=O)=O)CC1,-4.7,2.7,-6.7,2.6,-5.0,-0.4,-0.5,-0.1,12.6,2.1
CCc1ccc(NC(=O)c2cc(C)no2)cc1,3.7,-3.3,-4.9,1.8,5.4,-0.4,-0.4,-2.3,2.4,0.7
CSc1nc(N2CCOCC2)c2c(c1C#N)CCCCC2,-2.5,-1.5,-3.1,-8.4,-2.2,-13.6,0.0,7.6,-9.4,-1.8
COc1cc(NC(=O)c2ccc([N+](=O)[O-])cc2)ccc1NC(=O)C(C)C,-0.6,-4.5,6.1,-1.9,-6.5,-1.6,-0.1,0.4,-1.7,-1.8
Cc1nc(NS(=O)(=O)c2cccc([N+](=O)[O-])c2)sc1C(C)(C)C,4.0,-0.4,-3.1,-2.8,-6.2,-5.7,-0.1,1.0,6.1,-18.3
CCO[C@@H]1OC(C(=O)O)=C[C@H](c2csc3ccccc23)[C@H]1CCCO,-0.4,4.1,1.0,0.1,1.0,-1.1,0.3,1.8,4.6,4.5
O=C1NC[C@@H](CCCCN2CCN(CCC3CCCCC3)C(=O)C2=O)N(CC2CCCCC2)C1=O,4.5,2.0,-2.3,4.8,5.1,3.2,-0.3,7.8,-3.2,-4.5
CCOC(=O)C1(C(=O)OCC)CC1c1ccccc1 (stereo not drawn),5.2,-3.0,-2.7,3.6,-2.6,0.6,0.6,2.1,0.8,7.5
Cc1nc(N2CCN(C(=O)c3ccco3)CC2)c2c3c(sc2n1)CC(C)CC3 (stereo not drawn),0.1,-1.2,-8.8,-8.9,-2.7,-9.4,-0.2,-5.2,0.1,-3.6
CSCCC(NS(=O)(=O)c1ccc(Cl)cc1)C(=O)N1CCN(c2ccccc2)CC1 (stereo not drawn),-2.4,-1.2,10.0,3.2,-3.2,-5.0,0.2,-0.8,-6.1,7.9
CC(C)c1ccc(NC(=O)COc2ccc(C3SCCS3)cc2)cc1,0.1,-1.9,-2.8,-2.6,10.0,-7.1,0.2,-5.9,2.0,-10.5
COCCc1ccc(OC2(C)CCN(Cc3ccc(OC)c4ccccc34)C2)cc1 (stereo not drawn),-0.8,-0.5,5.3,1.1,-4.7,1.6,-0.4,1.7,3.1,-4.3
O=C(O)c1cc(S(=O)(=O)Nc2ccc(OCc3ccccc3)cc2)ccc1Br,-2.1,-1.4,4.1,0.9,13.0,1.0,0.8,4.6,0.8,-22.6
NS(=O)(=O)c1ccc(N2N=C(c3ccccc3)CC2c2ccccc2Cl)cc1 (stereo not drawn),-1.4,4.5,-0.9,i,5.8,i,-339.1,-10.2,-4.5,0.8
CCOc1ccc(NC(=O)CC(Cc2ccc(Cl)cc2)C(=O)O)cc1 (stereo not drawn),-13.8,1.9,-1.5,4.2,-1.7,-4.2,0.8,-0.3,15.4,1.2
O=C(Nc1ccc(NC(=O)c2ccccc2)c2ccccc12)c1ccccc1,4.8,-0.5,3.6,-3.2,2.8,1.2,0.0,-4.4,-0.6,-1.2
Cc1ccc(C)c(N2CCN(C(=O)CCc3nc(-c4ccccc4Cl)no3)CC2)c1,4.4,-0.3,-3.4,0.1,10.3,-4.1,-0.4,8.1,8.9,-2.8
CC1CCCC(C)N1C(=O)COC(=O)COc1ccccc1C#N (stereo not drawn),1.4,-0.8,-12.2,1.6,2.2,-2.4,-0.4,8.3,-5.7,2.9
CCOc1ccc2nc(SCC(=O)N3CCN(C(=O)c4ccco4)CC3)sc2c1,0.0,-1.3,-3.2,-0.7,1.9,1.5,1.2,3.8,-11.0,-9.1
CCCCNS(=O)(=O)/C=C/c1ccc(F)cc1CNC(=O)OC(C)(C)C,8.5,-1.9,nt,1.9,4.0,0.9,-0.5,-8.8,nt,-6.1
O=c1[nH]cnc2c1nnn2Cc1ccccc1,-2.5,2.4,1.8,2.4,3.2,-0.5,-0.1,7.2,-4.5,9.9
CCC(C)[C@H](NC(=O)N1CCn2c1nc1ccccc12)C(=O)NCc1ccc(OC)cc1 (stereo partly drawn),7.5,1.2,-5.4,-0.7,1.4,-4.8,0.1,-0.5,-1.8,-12.6
O=C(NCCO)/C(=C/c1cccc([N+](=O)[O-])c1)NC(=O)c1ccco1,3.0,-2.7,9.4,-2.1,4.2,0.4,0.3,-2.8,-15.1,1.3
Cc1sc2nc(SCC(=O)NCc3cccs3)[nH]c(=O)c2c1C,2.9,-1.0,5.8,1.5,-1.3,0.4,0.2,4.0,-3.0,-6.7
NC(CSCc1cccc(Br)c1)C(=O)O (stereo not drawn),1.1,-3.7,-5.7,-1.3,-3.3,-1.4,-0.3,1.7,5.4,-9.8
COC(=O)C1=CN(CCCN2CCCC2=O)C=C(C(=O)OC)C1c1cccs1,-1.2,1.9,8.1,-121.6,1.1,-180.1,7.0,0.0,-4.3,3.4
CC[C@]12c3[nH]c4cc(CCC(=O)N(C)C)ccc4c3CCN1C(=O)[C@@H](CC(=O)NCc1ccco1)C[C@@H]2C(=O)N1CCN(C(=O)C2CC2)CC1,-5.7,1.2,6.0,-1.2,0.3,-0.9,1.0,-1.0,5.5,1.8
